From PubChem BioAssay
PKA-R2B act: PKA-R2B complex activation. PKA-R2B holoenzyme dissociation, Cy5-IP20 fluorescence polarization; R2B truncated from residue 108, S112A mutant; 0% DMSO only, 100% 113 µM cGMP. activation, % at 11.4 µM. P22694+P31323. 340,000 compounds, 0.079% hits. AID 504700;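 active = activation above a cutoff set at the mean over all compounds plus 3 SD, cut at about 18% in these data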;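 also: higher means more holoenzyme dissociation and a rise in polarization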
DAGLB inh: diacylglycerol lipase beta (human) inhibition | Q8NCG7 | HEK293T DAGLB membrane lysate, EnzChek fluorogenic substrate | inhibition, % at 5.17 µM | 340,000 compounds, 0.059% hits | AID 504411; in the data active = inhibition above about 34%;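 also: 0% = enzyme with vehicle and 100% = wells lacking enzyme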
Target sequence (Q8NCG7 whole entry, looked up): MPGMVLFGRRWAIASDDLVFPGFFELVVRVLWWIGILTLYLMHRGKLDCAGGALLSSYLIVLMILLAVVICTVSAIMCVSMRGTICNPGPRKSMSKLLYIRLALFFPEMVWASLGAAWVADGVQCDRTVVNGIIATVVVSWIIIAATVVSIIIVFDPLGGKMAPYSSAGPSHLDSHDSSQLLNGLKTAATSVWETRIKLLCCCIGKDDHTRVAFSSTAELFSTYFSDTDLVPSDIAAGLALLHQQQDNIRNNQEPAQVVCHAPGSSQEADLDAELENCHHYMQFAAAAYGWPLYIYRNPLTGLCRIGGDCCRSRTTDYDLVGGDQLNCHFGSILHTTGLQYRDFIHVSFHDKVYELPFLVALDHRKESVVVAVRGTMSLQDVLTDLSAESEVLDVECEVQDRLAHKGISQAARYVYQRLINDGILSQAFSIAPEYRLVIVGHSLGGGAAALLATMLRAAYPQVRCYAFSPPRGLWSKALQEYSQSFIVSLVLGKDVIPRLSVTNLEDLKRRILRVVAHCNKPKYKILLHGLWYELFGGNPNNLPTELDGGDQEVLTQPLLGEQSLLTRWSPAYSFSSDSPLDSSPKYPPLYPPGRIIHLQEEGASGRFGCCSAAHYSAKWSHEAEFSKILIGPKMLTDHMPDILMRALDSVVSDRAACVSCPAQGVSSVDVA
CAL PDZ FP-1: CAL PDZ (human) peptide binding inhibition; Q9HD26; purified CAL PDZ, TMR-peptide fluorescence polarization, 1 h; inhibition, % at 24.9 µM; 300,000 compounds, 0.92% hits; AID 602252;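 active = mean inhibition of at least 30% with at least half of replicates also reaching 30%; inconclusive = no clear call, values can overlap the other calls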;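 also: 0% = DMSO neutral control and 100% = excess unlabeled competitor peptide PRC23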
CAL PDZ FP-2: inhibitors of human CAL PDZ peptide binding. Q9HD26. purified CAL PDZ, TMR-peptide fluorescence polarization, 1 h. inhibition, % at 20 µM. 330,000 compounds, 0.02% hits. AID 504414;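 active = highest replicate inhibition of at least 40%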;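 also: plate controls were DMSO neutral control wells for no effect and unlabeled competitor peptide control wells for full effect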
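Assay system – tagged CAL PDZ protein CerCALP, purified · Timing – 1 h at RT · Compound – single point, 20 µM · Measured by – fluorescence polarization from S- and P-plane intensities, G-factor corrected · Evaluation – inhibition from polarization loss · Probe or stimulus – TMR reporter peptide T*-PRC34 · Buffer or medium – pH 7.4 phosphate-saline buffer, reducing agent, detergent, IgG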
Cardiac RTF inh: cardiac RTF calcium desensitization | P19429+P45379 | IANBD-labeled cardiac RTF, Ca2+ fluorescence | inhibition, % at 7.15 µM | 340,000 compounds, 0.12% hits | AID 493244;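 active = inhibition above the mean inhibition of all tested compounds plus 3 SD, cut at about 17% in these data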;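 also: assay run at fixed EC70 calcium of 1.6 mM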
cardiac RTF act: increases calcium sensitivity of human cardiac regulated thin filaments; P19429+P45379; IANBD-labeled TnC RTF fluorescence at EC20 calcium; 0% EC20 calcium, 100% full calcium; activation, % at 7.2 µM; 340,000 compounds, 0.24% hits;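 active = activation above the mean over all tested compounds plus 3 SD, cut at about 30% in these data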;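 also: rise in fluorescence read as greater calcium sensitivity of cardiac thin filaments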
LANA DNA inh: inhibitors of KSHV LANA C-terminal domain DNA binding | 340,000 compounds, 0.078% hits | AID 504423 | MBP-C-LANA/FAM-LBS DNA binding, fluorescence polarization | inhibition, % at 9 µM;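 active = highest replicate inhibition at or above 60% at 9 µM, even if other replicates fall short; inactive = all replicates below 60% inhibition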;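 also: 0% = neutral control wells and 100% = 4 µM acridine orange control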
Keap1-Nrf2 PPI: inhibitors of human Keap1-Nrf2 protein-protein interaction; Q14145; Keap1 Kelch-Nrf2 peptide fluorescence polarization, 1536-well; inhibition, % at 9.4 µM; 340,000 compounds, 0.15% hits; AID 504523; in the data active = inhibition above about 12%; inconclusive = no clear call, values can overlap the other calls; inactive = below about 7.3%;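 also: human Keap1 Kelch domain with fluorescein labeled Nrf2 9mer peptide probe; 0% = neutral control wells and 100% = peptide positive control; higher means more block of Keap1 binding to Nrf2 peptide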
Rtt109 Vps75: C. albicans Rtt109 histone acetyltransferase inhibition | purified Rtt109/Vps75, ThioGlo CoA-SH fluorescence, 4 h | inhibition, % at 34.9 µM | 330,000 compounds, 0.16% hits;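 active = inhibition of at least 50% in every replicate; inconclusive = best replicate reaches 50% inhibition but some replicates fall short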
Target sequence (Q5AAJ8 whole entry, looked up): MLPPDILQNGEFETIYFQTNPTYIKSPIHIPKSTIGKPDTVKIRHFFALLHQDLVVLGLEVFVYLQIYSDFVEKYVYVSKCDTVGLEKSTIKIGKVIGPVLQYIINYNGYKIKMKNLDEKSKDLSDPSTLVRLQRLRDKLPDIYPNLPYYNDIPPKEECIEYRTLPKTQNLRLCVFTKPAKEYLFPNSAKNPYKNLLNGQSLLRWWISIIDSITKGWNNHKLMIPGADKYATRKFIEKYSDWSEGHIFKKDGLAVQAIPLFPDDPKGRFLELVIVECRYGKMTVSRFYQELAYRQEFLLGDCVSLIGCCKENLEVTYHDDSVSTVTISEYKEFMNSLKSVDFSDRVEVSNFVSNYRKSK
SR-BI uptake up: activators of SR-BI mediated HDL lipid uptake. CHO ldlA[mSR-BI] cells, DiI-HDL uptake fluorescence, 3 h; 100 = double the neutral-control signal. activation, % at 12.5 µM. 320,000 compounds, 0.096% hits;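 active = mean replicate activation of at least 60% and every replicate at or above 60%; inconclusive = mean or all-replicate condition met, but not both; inactive = mean below 60% and not all replicates reaching 60%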;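 also: 0% = median plate neutral-control signal and 100% = twice that signal; values of inactives mirror those of a sister screen read the other way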
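Test system: SR-BI-overexpressing, LDLR-lacking CHO cells. Measured by: DiI fluorescence, bottom read. Medium: Ham's F12 with 0.5% BSA, HEPES 25 mM, pH 7.4. Timing: 3 h uptake period with compound, 37 °C.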
Numbers without * were called inactive; ? = inconclusive; . = not tested or not shown. No enrichment for hits; about 1.6% have a hit in one of these screens.

SMILES	PKA-R2B act	DAGLB inh	CAL PDZ FP-1	CAL PDZ FP-2	Cardiac RTF inh	cardiac RTF act	LANA DNA inh	Keap1-Nrf2 PPI	Rtt109 Vps75	SR-BI uptake up
CCN(CC)C(=O)c1ccc(-c2nnc(OC)c3ccccc23)cc1	-9.0	-0.2	-3.1	-1.6	-2.4	3.2	-1.0	-1.2	2.6	-33.0
CCOC(=O)C(=NC1CCS(=O)(=O)C1)NNc1ccccc1Cl (stereo not drawn)	-6.0	1.1	2.7	-0.3	1.6	-5.2	-1.0	-0.7	3.0	-24.5
O=c1c(Cl)c(NCc2ccco2)cnn1C12CC3CC(CC(C3)C1)C2	3.2	0.9	4.0	-0.7	-7.4	-3.6	-1.1	-1.2	4.3	.
O=c1[nH]c2c(cnn2-c2ccc(Cl)cc2)c(=O)n1-c1cccc(Cl)c1	-2.5	3.1	.	-0.8	0.0	4.7	-339.3	-1.3	3.4	12.4
COc1ccc(CC2(CO)CCN(C(=O)NCc3ccccc3)CC2)cc1	-4.8	-1.7	1.5	-0.7	1.7	-1.9	-3.3	5.2	-1.1	-14.6
CCN(CC)CCn1c(NCc2ccc(C)o2)nc2ccccc21	13.1	-2.0	-5.1	-0.1	-3.4	0.0	-4.7	0.2	-0.2	25.8
COC(=O)c1c(-c2ccco2)csc1NC(=O)C1CC=CCC1C(=O)O (stereo not drawn)	0.1	4.3	-1.6	-0.6	-11.7	-0.9	2.0	-1.4	-0.1	13.8
COC(=O)c1sccc1NC(=O)COc1ccccc1Cl	-2.2	-11.1	-1.3	-1.8	-11.6	7.0	2.0	0.1	-5.8	-33.0
O=c1c2cn(Cc3ccc(F)cc3)c3ccccc3c-2nn1Cc1ccc(F)cc1	-7.3	-3.2	-2.8	0.1	-3.9	0.3	-10.1	-1.7	-0.9	-66.9
CCN(CC)CCCn1c2c(c(SCC(=O)Nc3ccc(F)c(F)c3)nc1=O)CCC2	-8.5	0.6	.	-0.2	2.5	-6.1	-0.3	0.8	5.0	-3.7
CCCc1nc(N)c(C#N)c(-c2ccco2)c1CC	-1.3	-3.1	.	0.0	-6.1	-3.6	1.1	1.1	-8.4	0.0
CCOC(=O)N/N=C/c1c(C)nn(-c2cccc(C(F)(F)F)c2)c1Cl	-2.6	-6.2	-4.1	-1.9	-13.9	5.5	-1.2	-5.7	-0.1	-38.6
COc1ccc(C(=O)NCC(=O)NCC(=O)OCc2ccc(Cl)cc2)cc1	-13.5	-1.5	6.1	-0.7	0.2	-1.9	2.2	0.0	3.5	.
Cc1cc2[nH]c(=O)c(=O)[nH]c2cc1S(=O)(=O)NC1CCCCC1C (stereo not drawn)	-4.5	-1.1	.	-1.1	-1.6	6.6	0.9	-1.2	6.7	7.2
CCOc1ccc(OCCC(=O)Nc2cccc(S(=O)(=O)N3CCCC3)c2)cc1	9.8	-3.1	2.7	-0.3	0.8	-4.4	-0.5	-3.3	5.9	19.9
O=C(CCN1C(=O)/C(=C/c2ccccc2F)SC1=S)NCCCn1ccnc1	-2.0	1.9	-3.6	0.5	-8.1	3.9	-2.3	-3.3	28.3	-7.4
COc1ccc(N2CCN(C(=O)/C=C/c3ccco3)CC2)cc1	-5.9	-1.2	.	-1.1	-5.2	1.1	-0.1	-1.5	11.8	-3.2
Cn1c(N)c(C(=O)CSc2nc3ccccc3c(=O)n2CCCN2CCOCC2)c(=O)n(C)c1=O	3.0	-0.1	.	-0.6	-3.9	8.8	-0.7	-4.0	5.7	14.1
CN(C)CCNc1ccc(-c2nn(C)c(=O)c3ccccc23)cc1[N+](=O)[O-]	-9.4	1.1	-1.8	-3.0	-49.2	0.3	-1.7	-1.6	20.3	-2.6
Cc1nccn1CC(=O)N/N=C/c1c[nH]c2ccccc12	6.8	2.2	8.2	0.1	-3.1	1.7	-0.7	0.9	-1.4	1.0

Ordered by the number under cardiac RTF act (rising): 3 from the list above.
structure,cardiac RTF act
CCN(CC)CCCn1c2c(c(SCC(=O)Nc3ccc(F)c(F)c3)nc1=O)CCC2,-6.1
O=c1c(Cl)c(NCc2ccco2)cnn1C12CC3CC(CC(C3)C1)C2,-3.6
COC(=O)c1sccc1NC(=O)COc1ccccc1Cl,7.0

Next entries.
SMILES	PKA-R2B act	DAGLB inh	CAL PDZ FP-1	CAL PDZ FP-2	Cardiac RTF inh	cardiac RTF act	LANA DNA inh	Keap1-Nrf2 PPI	Rtt109 Vps75	SR-BI uptake up
COC(=O)C(NC(C)=O)(Nc1nc2ccc(C)cc2s1)C(F)(F)F (stereo not drawn)	6.4	2.1	-3.0	-3.0	-8.6	4.4	-1.0	-0.8	.	?
O=C(c1nn2c(C(F)(F)F)cc(-c3cccs3)nc2c1Cl)N1CCCc2ccccc21	-5.0	-16.4	7.0	-0.9	-8.0	0.3	-1.6	-4.9	-0.4	1.7
Cn1c(=S)n(/N=C/c2ccc3c(c2)OCO3)c2ccccc21	-2.2	-4.4	-4.7	-0.8	-9.8	-6.1	0.1	-4.2	-0.5	15.0
O=C(NC(=S)N1CCCc2ccccc21)c1ccc(Cl)cc1	11.6	-8.1	.	-1.7	-8.0	-6.0	2.5	-1.5	-10.1	-21.4
O=C(O)c1ccccc1-c1ccc(/C=c2\sc3nc4cc(Br)cnc4n3c2=O)o1	-3.6	-4.4	0.6	-0.6	54.6*	-12.9	74.2*	-20.6	0.4	9.7
Cc1ccc(C(=O)N/C(=C\c2ccccc2)C(=O)OCc2ccccc2)cc1	3.2	-7.1	0.6	-0.7	-2.7	5.9	2.4	-0.3	-7.6	-13.6
CCCCCC(/C=N/Nc1ccc(S(=O)(=O)N2CCOCC2)cc1[N+](=O)[O-])=C\c1ccccc1	-6.0	0.1	-1.3	0.9	-1.1	-1.4	-0.3	-5.6	-0.9	-54.3
COCCN(C(=O)Cn1nnc2ccccc21)C(C(=O)NC1CCCC1)c1cc(OC)ccc1OC (stereo not drawn)	2.4	-1.4	-1.7	-0.1	-4.0	4.9	0.6	-3.1	2.5	23.9
COc1cccc(OCC(=O)N(C)Cc2nc(-c3cccc(C)c3)no2)c1	-11.6	-4.0	-4.7	-3.3	-7.8	-1.9	0.8	3.3	-8.6	10.7
CCCCNC(=O)c1ccc(-n2c(=S)[nH]c3ccccc3c2=O)cc1	-2.8	0.5	41.5*	25.9	-1.9	-0.6	-17.2	-0.5	-2.1	-9.3
CCn1c(CNS(=O)(=O)c2ccc(Br)cc2)n[nH]c1=S	-3.9	1.3	3.6	-1.0	-13.0	4.9	0.5	-3.4	3.7	-2.9
Brc1cccc(OCCCNC2CCCC2)c1	6.8	-1.4	0.1	0.0	-9.4	-3.0	2.0	1.8	-8.9	11.3
O=C(O)C1CCCN(S(=O)(=O)c2cccc3cccnc23)C1 (stereo not drawn)	-8.4	-0.6	.	-0.1	0.0	2.5	-0.5	0.7	2.5	8.1
NS(=O)(=O)c1ccc(Nc2ccc3nonc3c2[N+](=O)[O-])cc1	5.5	-1.1	-4.5	-2.1	-34.8	-5.6	0.5	1.4	-6.5	15.4
COc1ccc([C@H]2CC(=O)C=C(c3ccc(C(F)(F)F)c(C(F)(F)F)c3)C2)cc1OC	-3.8	3.1	7.9	-0.3	-7.9	8.5	3.0	-2.0	-3.4	10.5
C#CCOCCOCCOCCNc1nc(N2CCN(C(=O)[C@H]([C@@H](C)CC)n3cc([C@@H](N)Cc4ccc(O)cc4)nn3)CC2)nc(N2CCN(C(=O)[C@H](CCCCN)n3cc([C@@H](N)C(C)CC)nn3)CC2)n1 (stereo partly drawn)	5.5	1.2	2.1	-1.3	-6.8	-3.0	-5.5	2.0	-11.0	9.1
COC(=O)c1ccc(CSc2cc(C)c3cccc(C)c3n2)o1	-5.5	-8.4	-7.2	-0.9	-0.9	-1.4	-2.3	-0.7	-1.6	16.9
CCOC(=O)C1=C(CN2CCSCC2)NC(=O)NC1c1ccc2c(c1)OCO2 (stereo not drawn)	4.8	1.9	-2.0	0.4	4.5	-3.4	-0.5	0.5	6.3	-51.2
COc1cc(NS(=O)(=O)c2ccc(NC(=S)NC(=O)c3sc4ccccc4c3Cl)cc2)ncn1	0.9	5.8	-2.9	-3.1	-6.8	-1.1	-0.9	-5.7	27.6	17.5
O=C(CCc1ccccc1)NNC(=O)C12CC3CC(CC(C3)C1)C2	-4.1	-0.5	2.8	.	-2.9	-3.5	0.4	-3.6	1.4	-4.3
Cc1ccc(N(C)S(=O)(=O)c2cccc(C(=O)NC3CC(C)(C)NC(C)(C)C3)c2)cc1	3.2	2.8	-2.5	-2.3	-7.2	-3.8	0.6	1.3	-3.1	20.2
Cc1ccn2c(=O)c(C(=O)NCCCN3CCCC3=O)c(O)nc2c1	3.1	0.9	-10.3	-1.1	-11.5	-2.9	-0.3	0.6	-7.9	7.7
CC(=O)c1sc(NC(=O)c2cccc(C)c2)nc1C	-8.2	-1.1	-1.2	-3.6	2.1	-0.4	-1.5	-1.0	0.9	-45.7
CN(C)c1ccc(/C=C2\SC(=S)N(Nc3ncc(C(F)(F)F)cc3Cl)C2=O)cc1	3.5	-104.6	-2.3	0.6	-339.0	147.1*	0.3	-6.4	-7.5	11.1
CCOC(=O)c1ccc(CSc2nnc(-c3ccncc3)n2N)cc1	-5.2	-1.8	-2.7	-1.9	-3.4	-4.6	-5.9	-6.0	0.4	9.7
COc1ccc(C=NNc2nc3ccccc3s2)cc1	-11.8	0.9	-4.8	1.1	4.9	-3.1	-2.0	-3.9	0.4	-13.5
COc1ccc(CCC(=O)NNC(=S)Nc2cccc(C(C)=O)c2)cc1	3.7	-0.1	-1.9	-0.6	-0.9	4.2	-0.4	-3.9	11.9	-30.6
O=C(c1cn(-c2ccccc2)nc1-c1cccnc1)N1CCCCC1	4.4	-1.4	-2.3	-1.3	0.7	-1.6	2.0	-3.4	3.1	-5.8
COc1cc2c(cc1OC)C(=O)CCS2	-5.8	-3.6	-1.8	-0.8	-3.0	10.6	-1.6	-0.8	-0.8	11.2
COc1cccc2cc(C(=O)C3=C(O)C(=O)N(Cc4ccco4)C3c3cccnc3)oc12 (stereo not drawn)	2.2	3.5	-3.5	-4.1	-5.5	-5.6	3.3	-4.3	36.8	9.9
CCc1nnc(NC(=O)c2cccc(S(=O)(=O)N(C)c3ccc(OC)cc3)c2)s1	5.0	1.5	.	-0.9	3.7	2.3	-3.1	1.0	-2.4	1.1
